Bioassay records: PubChem BioAssay, National Center for Advancing Translational Sciences (NCATS)
G9a block – G9a (human) methyltransferase inhibition | Q96KQ7 | G9a H3K9 monomethylation, AlphaScreen, 2 h | Potency, µM (series often up to 102 µM), without a hit: at the top dose activity, negative = inhibition, most hits filed as inhibitors | hit rate 8.8% among 350,000 | AID 504332; further: on the % scale 0 is the no-effect control and ±100 the full control effect; nearly all actives have a fitted effect of over 75% in size
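Enzyme 20 nM + cpd, 15 min RT; add b-H3K9 pep 500 nM / SAM 20 uM; 2 h RT; anti-H3K9me1 Ab 0.5 ug/mL + SA donor / anti-rabbit acceptor beads 20 ug/mL each, 10 min; AlphaScreen read.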
POLI inh – blocks human DNA polymerase iota activity. Pol iota fluorescent replication assay, 10 min. hit rate 1% among 390,000. Potency, µM (titrated, usually from 115 µM), inactives show at the highest dose activity, negative = inhibition, actives largely listed as inhibitors. Q9UNA4
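Pol iota at 10 nM preincubated 15 min with compounds at room temperature; reaction started with fluorescent substrate, 50 nM final. Fluorescence read kinetically at 0 and 10 min; buffer-only wells as negative control.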
BLM helicase inh – Bloom syndrome helicase (human) inhibition; P54132; recombinant BLM DNA unwinding, fluorescence dequenching; Potency, µM (series often up to 56.1 µM), for the others: at the highest dose activity change, negative = inhibition, hits mostly inhibitors; hit rate 0.2% among 350,000; AID 2528;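 further: plate controls were vehicle for no effect and no enzyme for full effect; nearly all actives have a fitted effect of over 35% in size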
Target sequence (P54132 whole entry, looked up): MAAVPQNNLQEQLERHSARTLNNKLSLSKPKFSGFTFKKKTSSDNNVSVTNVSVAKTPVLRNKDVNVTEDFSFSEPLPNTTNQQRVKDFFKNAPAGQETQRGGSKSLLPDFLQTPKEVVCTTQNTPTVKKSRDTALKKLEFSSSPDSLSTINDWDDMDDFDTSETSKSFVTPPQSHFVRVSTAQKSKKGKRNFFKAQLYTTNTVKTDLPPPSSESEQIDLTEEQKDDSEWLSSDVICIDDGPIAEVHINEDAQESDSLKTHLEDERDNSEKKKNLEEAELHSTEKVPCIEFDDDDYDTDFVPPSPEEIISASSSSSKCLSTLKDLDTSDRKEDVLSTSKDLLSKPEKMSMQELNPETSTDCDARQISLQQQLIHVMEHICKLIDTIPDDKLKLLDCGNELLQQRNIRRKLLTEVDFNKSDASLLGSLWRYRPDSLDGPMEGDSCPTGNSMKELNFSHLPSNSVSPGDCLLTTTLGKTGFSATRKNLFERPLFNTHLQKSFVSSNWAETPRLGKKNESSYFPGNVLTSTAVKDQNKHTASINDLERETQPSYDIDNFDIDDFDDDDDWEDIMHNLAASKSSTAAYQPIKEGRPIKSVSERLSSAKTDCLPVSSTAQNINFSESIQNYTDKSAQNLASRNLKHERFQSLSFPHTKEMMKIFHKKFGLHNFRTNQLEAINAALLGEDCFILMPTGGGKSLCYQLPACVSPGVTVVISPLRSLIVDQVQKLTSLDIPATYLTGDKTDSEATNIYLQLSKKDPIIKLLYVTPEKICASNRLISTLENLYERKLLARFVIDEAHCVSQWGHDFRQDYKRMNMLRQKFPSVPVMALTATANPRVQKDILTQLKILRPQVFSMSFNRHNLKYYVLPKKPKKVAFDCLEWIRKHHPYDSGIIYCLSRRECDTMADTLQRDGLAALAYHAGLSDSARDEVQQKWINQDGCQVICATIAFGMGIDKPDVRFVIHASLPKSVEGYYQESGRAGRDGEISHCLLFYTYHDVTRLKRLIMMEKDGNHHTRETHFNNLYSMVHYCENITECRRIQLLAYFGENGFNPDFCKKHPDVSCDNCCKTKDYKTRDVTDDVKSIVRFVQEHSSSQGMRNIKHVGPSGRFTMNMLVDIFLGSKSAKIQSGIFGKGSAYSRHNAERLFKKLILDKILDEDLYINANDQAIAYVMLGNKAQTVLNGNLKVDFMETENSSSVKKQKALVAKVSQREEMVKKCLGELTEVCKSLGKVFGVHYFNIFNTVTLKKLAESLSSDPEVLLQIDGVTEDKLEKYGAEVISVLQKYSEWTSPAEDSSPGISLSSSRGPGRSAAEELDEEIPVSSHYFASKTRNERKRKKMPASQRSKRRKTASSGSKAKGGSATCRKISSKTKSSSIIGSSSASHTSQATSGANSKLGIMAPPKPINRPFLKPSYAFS
GLS inhibitor – inhibitors of human glutaminase (GLS). O94925. GLS enzymatic activity, qHTS titration. hit rate 0.21% among 410,000. Potency, µM (titrated, usually from 45.5 µM), without a hit: at the top dose activity change, negative = inhibition, most hits filed as inhibitors; further: on the % scale 0 is the no-effect control and ±100 the full control effect
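Enzyme dispensed in phosphate buffer (45 mM, pH 8.2, 0.02% Tween-20), compounds pinned in, then 1 mM L-glutamine solution and the glutamate oxidase–HRP–Amplex Red mix added; fluorescence read immediately and again after 30 min at room temperature.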
Numbers without * were called inactive; u = inconclusive; x = no result given; & = joins results of further samples; [ ] = dose if it differs, or a comment. The call rests on the fitted dose curve; in most records, active means well fitted curve in the direction sought with a large enough effect; inconclusive means small, poorly fitted or top-dose-only effect, or another doubt; inactive means no such curve, though single readings can be large; an effect the other way counts as inactive or inconclusive. Potency means the concentration at half of the fitted maximal effect.

SMILES	G9a block	POLI inh	BLM helicase inh	GLS inhibitor
CC1/C=C/C=C/CC/C=C/C=C/C=C/C=C/C(OC2OC(C)C(O)C(N)C2O)CC2O[C@](O)(CC(O)C(O)CCC(O)CC(O)CC(O)CC(=O)OC(C)C(C)C1O)CC(O)C2C(=O)O (stereo not given in full)	-15%[2.33 µM]	x	-17%	x
Cc1nc2cnc(N3CCNCC3)nc2n(C)c1=O	0%[12.7 µM]	x	4%	x
CC1(C)C(O)CC(=O)[C@]2(C)C1CC(=O)[C@]1(C)C2CC[C@@]2(C)C(c3ccoc3)OC(=O)C3O[C@@]321 (stereo not given in full)	-6%[2.33 µM]	x	-13%	x
COc1ccc(C(=O)OC2C[C@H]3CC[C@@H](C2)N3C)cc1OC (stereo not given in full)	18%[21.5 µM]	x	3%[21.4 µM]	x
CC[C@]1(O)CC(O[C@@H]2CC(N(C)C)C(O)C(C)O2)c2c(cc3c(c2O)C(=O)c2c(O)cccc2C3=O)C1C(=O)OC (stereo not given in full)	u	x	28%	x
CCCCC/C=C\C[C@@H](/C=C/C=C\C/C=C\CCCC(=O)O)OO	16%[59 µM]	x	-2%	x
CC1CC2OC2/C=C\C=C/C(=O)Cc2c(Cl)c(O)cc(O)c2C(=O)O1 (stereo not given)	u	x	-2%	x
O=C(Nc1ccccc1)N1CC[C@@]2(CCCNC2)C1	-2%[12.7 µM]	x	-8%	x
CNC1[C@@H](O)C(OC2C(N)C[C@H](N)[C@@H](O[C@@H]3OC(C(C)O)C(O)C(O)C3N)C2O)OC[C@]1(C)O (stereo not given in full)	u	x	-12%	x
CCCCC/C=C\C/C=C\C/C=C\C/C=C\CCCC(=O)Nc1ccc(O)cc1C	4%[59 µM]	x	-23%&-14%	x
CC1=C2C[C@H]3[C@@H](CC=C4C[C@@H](O)CC[C@@]43C)[C@@H]2CC[C@]12O[C@@H]1C[C@H](C)CN[C@H]1C2C (stereo not given in full)	7%[59 µM]	x	-5%	x
O=C(Nc1ccccc1)N1CCC2(CC1)CCN(C(=O)Oc1ccccc1)CC2	-13%[12.7 µM]	x	-12%	x
COC(=O)[C@]1(C)CC[C@@]2(C)CC[C@@]3(C)C4=CC=C5C(=CC(=O)C(O)=C5C)[C@@]4(C)CC[C@@]3(C)C2C1 (stereo not given in full)	u	x	-4%	x
CC(=O)O[C@H]1C[C@@H](O[C@@H]2[C@H](C)O[C@H](O[C@@H]3[C@H](C)O[C@H](O[C@@H]4CC[C@@]5(C)[C@@H](CC[C@]6(C)[C@]5(C)C[C@H](O)[C@]5(C)[C@@H](C7=CC(=O)OC7)CC[C@@]56O)C4)C[C@@H]3O)C[C@@H]2O)O[C@@H](C)[C@H]1O[C@H]1O[C@@H](CO)[C@@H](O)[C@@H](O)[C@@H]1O	18%[21.5 µM]	x	4%[21.4 µM]	x
OC[C@H]1O[C@@H](n2cnc3cc(Cl)c(Cl)cc32)[C@H](O)[C@H]1O	u	x	4%	x
CN1CCc2cc3c(cc2[C@@H]1[C@@H]1OC(=O)c2c1ccc1c2OCO1)OCO3	23%[21.5 µM]	x	7%[21.4 µM]	x
Oc1ccc2c3c1OC1C(O)CC[C@]4(O)C(C2)N(CC2CCC2)CC[C@]314 (stereo not given in full)	-49%[2.33 µM]	x	-6%	x
CC1C(=O)OC2C1CC[C@@]1(C)C=CC(=O)[C@@]3(C)O[C@@]213 (stereo not given in full)	u	x	-4%	x
CC(C)CCCC1(C)C=Cc2c(O)c3c(c(CCC(C)C)c2O1)OC12C(CC4CC1C(C)(C)OC2(CCC(C)C(=O)O)C4O)C3=O (stereo not given)	u	x	-10%	x
CC1=CCCC2C1(C)CCC(C)C2(C)CC/C(C)=C/C[n+]1cn(C)c2c(N)ncnc21 (stereo not given)	-17%[2.33 µM]	x	4%	x
COc1ccccc1-c1[se]c2ccccc2c1I	72%[activator][59 µM]	x	-5%[75.6 µM]	x
C=C1C([C@@]2(C)C(OC(C)=O)CC(=O)O[C@@](C)(COC(C)=O)C2CC(=O)OC)C(OC=O)C(OC(=O)C(OC(C)=O)C(C)CC)[C@]2(C)C(c3ccoc3)CC(=O)C12O (stereo not given in full)	-28%[2.33 µM]	x	-2%	x
COc1ccc2c(c1OC)C(=O)O[C@H]2[C@H]1c2cc3c(cc2CCN1C)OCO3	21%[21.5 µM]	x	0%[21.4 µM]	x
C[C@H]1CCCC=CC2C[C@H](O)C[C@@H]2[C@H](O)C=CC(=O)O1 (stereo not given in full)	x	32%[activator]	x	x
O=C(CN1CCCC1)c1ccccc1	x	31%[activator]	x	x

Continuation:
SMILES	G9a block	POLI inh	BLM helicase inh	GLS inhibitor
Nc1ncnc2c1ncn2[C@@H]1O[C@@H]2COP(O)(=S)O[C@H]2[C@H]1O (stereo not given in full)	x	-3%	x	x
CN(C)c1ccc(N=Nc2ccccc2)cc1	x	4%	x	x
O=C(CN1CCCC2CCCCC21)c1ccc(I)cc1 (stereo not given)	x	9%	x	x
CC(=O)NCC(N)C(=O)c1ccc(C)cc1 (stereo not given)	x	-11%	x	x
N=C(N)c1ccc(-c2ccc(-c3ccc(C(=N)N)cc3)o2)cc1	x	10µM*	x	x
CN(C)P1(=O)N(C)CCN1C	x	x	x	-5%
Cc1ccc(O)cc1 (tested in a mixture with another compound)	x	x	x	-7%
CCOC(=O)[C@]12Cc3ccccc3[C@H]1N(C)C(=O)c1cc(OC)ccc12	x	x	x	u
O=C1NCN(c2ccccc2)C12CCN(C(c1nnnn1C1CCCC1)C1CC1)CC2 (stereo not given)	x	x	x	3%
CCOC(=O)NC(C)(C)Cc1ccc(Cl)cc1	x	x	x	-20%
NC1(c2ccccc2)CCCCC1	x	x	x	4%[99.4 µM]
CC(C)(C)n1nnnc1C(c1cc2ccccc2o1)N1CCC2(CC1)C(=O)NCN2c1ccccc1 (stereo not given)	x	x	x	9%
C[C@]12CCC(=O)C=C1CC[C@H]1C2CC[C@@]2(C)[C@@H]1CC[C@]2(C)O (stereo not given in full)	x	x	x	4%
O=C1NCN(c2ccccc2)C12CCN(C(c1ccccc1OC(F)(F)F)c1nnnn1C1CCCCC1)CC2 (stereo not given)	x	x	x	0%
O=C1NCN(c2ccccc2)C12CCN(C(CCc1ccccc1)c1nnnn1-c1ccc3c(c1)OCCO3)CC2 (stereo not given)	x	x	x	0%
CCn1cc(CN2CCCC(C(=O)c3cccc(C(F)(F)F)c3)C2)cn1 (stereo not given)	x	x	x	8%
O=C(O)CCCCCCNC1c2ccccc2CCc2ccccc21	x	x	x	13%
CCOC(=O)[C@]12Cc3c(cc(OC)c(OC)c3OC)[C@H]1N(C1CCCCC1)C(=O)c1ccccc12	x	x	x	0%
C(#CCN1CCCCC1)CN1CCCCC1	x	x	x	0%
CCCOC(=O)Cc1ccc(OCC(=O)N(CC)CC)c(OC)c1	x	x	x	-3%
O=C1NCN(c2ccccc2)C12CCN(C(c1ccccc1OC(F)(F)F)c1nnnn1C1CCCC1)CC2 (stereo not given)	x	x	x	0%
COc1ccc(-c2ccc3c(c2)CN(CC(C)C)Cc2cnnn2-3)cc1	x	x	x	21%
C[C@@H]1COc2cccc(N3CCN(C)CC3)c2S(=O)(=O)N1	x	x	x	7%
COc1ccc(C(c2nnnn2C2CCCC2)N2CCC3(CC2)C(=O)NCN3c2ccccc2)cc1 (stereo not given)	x	x	x	5%
C[C@]12CCC3[C@@H](CCC4=CC(=O)CC[C@@]43C)C1CCC2OC(=O)CCc1ccccc1 (stereo not given in full)	x	x	x	0%[99.4 µM]

Part of the list above in a different format:
structure | G9a block | POLI inh | BLM helicase inh | GLS inhibitor
O=C(O)CCCCCCNC1c2ccccc2CCc2ccccc21 | x | x | x | 13%
CCOC(=O)[C@]12Cc3c(cc(OC)c(OC)c3OC)[C@H]1N(C1CCCCC1)C(=O)c1ccccc12 | x | x | x | 0%

As a working copy, some entries already given:
SMILES	G9a block	POLI inh	BLM helicase inh	GLS inhibitor
Nc1ncnc2c1ncn2[C@@H]1O[C@@H]2COP(O)(=S)O[C@H]2[C@H]1O (stereo not given in full)	x	-3%	x	x
CN(C)c1ccc(N=Nc2ccccc2)cc1	x	4%	x	x
O=C(CN1CCCC2CCCCC21)c1ccc(I)cc1 (stereo not given)	x	9%	x	x
CC(=O)NCC(N)C(=O)c1ccc(C)cc1 (stereo not given)	x	-11%	x	x
N=C(N)c1ccc(-c2ccc(-c3ccc(C(=N)N)cc3)o2)cc1	x	10µM*	x	x
CN(C)P1(=O)N(C)CCN1C	x	x	x	-5%
Cc1ccc(O)cc1 (tested in a mixture with another compound)	x	x	x	-7%
CCOC(=O)[C@]12Cc3ccccc3[C@H]1N(C)C(=O)c1cc(OC)ccc12	x	x	x	u
O=C1NCN(c2ccccc2)C12CCN(C(c1nnnn1C1CCCC1)C1CC1)CC2 (stereo not given)	x	x	x	3%
CCOC(=O)NC(C)(C)Cc1ccc(Cl)cc1	x	x	x	-20%
NC1(c2ccccc2)CCCCC1	x	x	x	4%[99.4 µM]
CC(C)(C)n1nnnc1C(c1cc2ccccc2o1)N1CCC2(CC1)C(=O)NCN2c1ccccc1 (stereo not given)	x	x	x	9%
C[C@]12CCC(=O)C=C1CC[C@H]1C2CC[C@@]2(C)[C@@H]1CC[C@]2(C)O (stereo not given in full)	x	x	x	4%
O=C1NCN(c2ccccc2)C12CCN(C(c1ccccc1OC(F)(F)F)c1nnnn1C1CCCCC1)CC2 (stereo not given)	x	x	x	0%
O=C1NCN(c2ccccc2)C12CCN(C(CCc1ccccc1)c1nnnn1-c1ccc3c(c1)OCCO3)CC2 (stereo not given)	x	x	x	0%
CCn1cc(CN2CCCC(C(=O)c3cccc(C(F)(F)F)c3)C2)cn1 (stereo not given)	x	x	x	8%
O=C(O)CCCCCCNC1c2ccccc2CCc2ccccc21	x	x	x	13%

Later entries.
SMILES	G9a block	POLI inh	BLM helicase inh	GLS inhibitor
COc1cc([N+](=O)[O-])c2ncccc2c1[N+](=O)[O-]	x	x	x	1%
COc1ccc(CN2Cc3cc(-c4cccc(F)c4)ccc3-n3nncc3C2)cc1	x	x	x	7%
COc1ccc(CN2Cc3cc(N4CCOCC4)ccc3-n3nncc3C2)cc1	x	x	x	22%
Fc1cccc(-c2ccc3c(c2)CN(C(=S)NCCc2ccccc2)Cc2cnnn2-3)c1	x	x	x	-2%
C[C@H](N)C(=O)c1ccccc1	x	x	x	7%
COc1ccc(-n2nnnc2C(c2cccs2)N2CCC(n3c(=O)[nH]c4ccccc43)CC2)cc1 (stereo not given)	x	x	x	8%
Clc1cccc(N2Cc3cc(-c4ccccc4)ccc3-n3nncc3C2)c1	x	x	x	35%[activator]
CCC(=O)OC1(c2ccccc2)CCN(C)CC1	x	x	x	-2%[99.4 µM]
COC(=O)C(Cl)C(=O)OC	x	x	x	1%
CCN(CC)C(=O)[C@@H]1C=C2c3cccc4[nH]cc(c34)C[C@H]2N(C)C1	x	x	x	42%[activator]
O=S(=O)(c1cc(Cl)cc(Cl)c1)N1Cc2cc(N3CCOCC3)ccc2-n2nncc2C1	x	x	x	2%
CC12Nc3ccccc3C(=O)N1Cc1cnnn1-c1ccccc12 (stereo not given)	x	x	x	18%
COP(=S)(OC)Oc1cc(Cl)c(Cl)cc1Cl	x	x	x	-1%&-2%
COc1cccc(C(c2nnnn2Cc2ccccc2)N2CCC(n3c(=O)[nH]c4ccccc43)CC2)c1OC (stereo not given)	x	x	x	2%
COc1ccc(-c2ccc3c(c2)CN(C(=O)CCc2ccccc2)Cc2cnnn2-3)cc1	x	x	x	1%
O=C1NCN(c2ccccc2)C12CCN(C(c1cc3ccccc3o1)c1nnnn1-c1ccc3c(c1)OCCO3)CC2 (stereo not given)	x	x	x	-7%
CCC1CC2CC3c4[nH]c5ccc(OC)cc5c4CCN(C2)C13 (stereo not given)	x	x	x	21%[99.4 µM]
CCCCn1nnnc1C(c1ccccc1)N1CCC2(CC1)C(=O)NCN2c1ccccc1 (stereo not given)	x	x	x	13%
Nc1ccc([N+](=O)[O-])cc1O	x	x	x	41%[activator][99.4 µM]
CC(C)(C)n1nnnc1C(c1cccs1)N1CCC2(CC1)C(=O)NCN2c1ccccc1 (stereo not given)	x	x	x	19%
c1ccc(CN2CCNCC2)cc1	x	x	x	7%[219 µM]
CCOC(=O)c1cc2cc(OC)ccc2n1C1CCN(Cc2ccccc2)CC1	x	x	x	0%

An excerpt, so the mix of outcomes need not match the whole.
